ELG1 genotox: qHTS screen for small molecules that induce genotoxicity in human embryonic kidney (HEK293T) cells expressing luciferase-tagged ELG1; 1.3% of 330,000 active; HEK293T ELG1-luciferase reporter, luminescence, 16 h; Potency, µM (series often up to 46 µM), without a hit: at the highest dose activity change, positive = activation, most hits filed as activators; also: % of control where 0% means no effect; nearly all actives have a fitted effect of over 60% in size
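Screening used a luciferase reporter fused to human ELG1 in HEK293T cells. Luminescence was read on a CCD plate imager after 16 hr exposure and 30 min ONE-Glo incubation.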
RORgamma inh: qHTS for inhibitors of ROR gamma transcriptional activity; Nuclear receptor ROR-gamma (Mus musculus), P51450; Drosophila S2 Gal4-RORgamma UAS-luciferase reporter, 20 h; Potency, µM (top dose mostly 53.6 µM), for inactives: at the highest dose activity change, negative = inhibition, actives largely listed as inhibitors; 5.4% of 310,000 active; AID 2551, 2010; also: % is scaled to controls: 0 for no effect and ±100 for the full control effect; nearly all actives have a fitted effect of over 60% in size
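A Gal4/UAS one-hybrid system in insect cells: metallothionein-promoter Gal4–ROR gamma fusion plus Photinus luciferase reporter. Copper sulfate 700 uM final, 20 hr ambient incubation, luminescent detection after 10 min with reagent.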
NPC1 promoter act: qHTS Assay for NPC1 Promoter Activators. 2.4% of 320,000 active. Huh7 NPC1 promoter luciferase reporter, 24 h. Potency, µM (series often up to 9.22 µM), inactives show top-dose activation, actives largely listed as activators;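 also: % of control where 0% means no effect; nearly all actives have a fitted effect of over 60% in size; reporter is driven by a mutant NPC1 promoter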
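Luminescence read-out of NPC1 promoter-driven luciferase in stably transfected Huh7 cells; compounds delivered in DMSO and left 24 h at 37C, 5% CO2, qHTS titration format.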
p53 reactivator: qHTS assay for re-activators of p53 using a Luc reporter | 0.063% of 320,000 active | Potency, µM (highest dose often 92.2 µM), for the others: top-dose activity change, positive = activation, actives largely listed as activators | AID 504706, 2011 | H1299 p53-A138V BP100-luciferase reporter, luminescence, 24 h; also: % of control where 0% means no effect; nearly all actives have a fitted effect of over 45% in size
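H1299 (p53-null), stable ts p53-A138V + BP100-Luc; 1000 cells/well, Opti-MEM/10% FBS; cpd 4 pt, 1:5; 24 h, 37 deg C, 5% CO2; detection reagent 10 min RT; luminescence.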
MBNL1 CUG block: qHTS Assay for Inhibitors of MBNL1-poly(CUG) RNA binding; TR-FRET MBNL1-His/biotin-(CUG)12 binding, 665/545 ratio; Potency, µM (doses to about 57.5 µM), for inactives: at the top dose activity change, negative = inhibition, most hits filed as inhibitors; 0.036% of 280,000 active; AID 2675, 2010; active = well fitted inhibition curve with a large enough effect in the signal ratio, with a control signal flat, not every such curve was filed as active; inconclusive = small, poorly fitted or top-dose-only effect, or effect the other way, or a change in a side signal; inactive = no such curve, though single readings can be large or run the other way; the % refers to the signal ratio; also: % is scaled to controls: 0 for no effect and ±100 for the full control effect
Target sequence (Q9NR56 whole entry, looked up): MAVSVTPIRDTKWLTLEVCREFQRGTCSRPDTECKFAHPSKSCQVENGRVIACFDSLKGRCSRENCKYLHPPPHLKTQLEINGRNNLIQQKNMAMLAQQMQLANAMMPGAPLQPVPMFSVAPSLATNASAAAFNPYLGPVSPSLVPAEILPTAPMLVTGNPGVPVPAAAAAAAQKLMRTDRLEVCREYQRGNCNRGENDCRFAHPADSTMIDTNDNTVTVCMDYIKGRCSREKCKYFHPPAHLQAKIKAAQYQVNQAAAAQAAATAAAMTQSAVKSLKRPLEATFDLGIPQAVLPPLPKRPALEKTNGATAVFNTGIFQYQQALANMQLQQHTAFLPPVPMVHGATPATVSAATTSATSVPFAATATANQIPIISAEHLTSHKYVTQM
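TR-FRET readout: Ex 340 nm, 665/545 nm emission ratio, normalized to buffer-only (basal) and MBNL1-(CUG)12 controls. Complex of MBNL1-His with Biotin-(CUG)12, compounds 92 nM–58 uM, incubated 60 min at room temperature.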
Gal4-VP16 FLuc: VP16 counterscreen qHTS for inhibitors of ROR gamma transcriptional activity; Drosophila S2 Gal4-VP16 UAS-luciferase, luminescence, 20 h; Potency, µM (highest dose often 53.6 µM), for the others: top-dose activity, negative = inhibition, actives largely listed as inhibitors; 3.5% of 310,000 active; AID 2546, 2010;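 also: Gal4-VP16 expression switched on by copper sulfate through the metallothionein promoter; % is scaled to controls: 0 for no effect and ±100 for the full control effect; nearly all actives have a fitted effect of over 50% in size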
FLuc counter: qHTS profiling assay for firefly luciferase inhibitor/activator using purifed enzyme and Km concentrations of substrates (counterscreen for miR-21 project). Potency, µM (doses to about 57.5 µM), inactives show at the highest dose activity change, negative = inhibition, hits mostly inhibitors. Luciferin 4-monooxygenase (Photinus pyralis), P08659. AID 588342, 2011. 6.9% of 360,000 active. purified FLuc, Km substrates, luminescence inhibition;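 also: plate controls were vehicle for no effect and reference inhibitor for full effect; nearly all actives have a fitted effect of over 55% in size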
Target sequence (P08659 whole entry, looked up): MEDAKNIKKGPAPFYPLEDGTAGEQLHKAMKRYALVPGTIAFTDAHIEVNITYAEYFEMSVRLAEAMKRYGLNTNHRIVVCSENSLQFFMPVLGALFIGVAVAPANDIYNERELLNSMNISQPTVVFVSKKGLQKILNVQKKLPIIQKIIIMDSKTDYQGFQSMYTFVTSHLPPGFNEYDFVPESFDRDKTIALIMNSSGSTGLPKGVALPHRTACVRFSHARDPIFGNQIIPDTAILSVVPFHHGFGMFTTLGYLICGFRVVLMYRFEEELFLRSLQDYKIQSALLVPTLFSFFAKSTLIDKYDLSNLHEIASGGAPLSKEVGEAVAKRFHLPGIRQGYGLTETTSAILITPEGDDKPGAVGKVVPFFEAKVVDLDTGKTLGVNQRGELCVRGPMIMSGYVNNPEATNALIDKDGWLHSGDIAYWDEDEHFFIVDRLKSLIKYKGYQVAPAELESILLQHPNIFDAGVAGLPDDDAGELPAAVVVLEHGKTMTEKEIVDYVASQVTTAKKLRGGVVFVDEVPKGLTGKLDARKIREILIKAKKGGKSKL
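Biochemical qHTS of compounds, final roughly 60 µM downward over six points, against 10 nM purified firefly luciferase using Km concentrations of substrates (10 uM D-luciferin, 10 uM ATP) in Tris acetate pH 7.5 buffer; luminescence output.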
BRCA1 expr act: qHTS Assay to Identify Small Molecule Activators of BRCA1 Expression; MCF7-BRCA1-FFLuc reporter, luminescence, 48 h; response scale: scaled: vehicle 0%, 10 µM genistein 100%; Potency, µM (highest dose often 46.1 µM), inactives show at the top dose activation, usual class: activators; 1.1% of 380,000 active; also: nearly all actives have a fitted effect of over 80% in size; some results filed as inactive show a strong effect at the top dose
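Quantitative HTS in MCF7 cells stably reporting BRCA1 expression via firefly luciferase. Compound treatment lasts 48 h at 37 °C in phenol-red free MEM. Activation is expressed relative to genistein at 10 microM and DMSO.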
uPA surface inh: qHTS for Inhibitors of Cell Surface uPA Generation | AID 540303, 2011 | cell surface uPA generation assay, qHTS | 0.31% of 330,000 active | Potency, µM (titrated, usually from 38.3 µM), for inactives: top-dose activity change, negative = inhibition, hits mostly inhibitors; active = well fitted inhibition curve with a large enough effect; inconclusive = small, poorly fitted or top-dose-only effect; inactive = no such curve, though single readings can be large or run the other way; tested in mouse RAW 264.7 cells; also: % is scaled to controls: 0 for no effect and ±100 for the full control effect; nearly all actives have a fitted effect of over 55% in size
Rab9 promoter act: qHTS Assay for Rab9 Promoter Activators; Potency, µM (highest dose often 9.22 µM), inactives show at the highest dose activation, negative = inhibition, hits mostly activators; Huh7 Rab9 promoter-luciferase reporter, luminescence, 24 h; 2.8% of 320,000 active; also: % of control where 0% means no effect; nearly all actives have a fitted effect of over 60% in size
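Measured in stably transfected Huh7 cells bearing a Rab9 promoter–luciferase construct: 24 h compound treatment at 37 °C, followed by luminescence detection.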
The depositor's hits bear a star; ? = inconclusive; · = no result given; [ ] = another dose, or the depositor's remark. Unless noted, calls follow the shape of the dose curve; as a rule, active = well fitted curve in the direction sought with a large enough effect; inconclusive = small, poorly fitted or top-dose-only effect, or another doubt; inactive = no such curve, though single readings can be large; an effect the other way counts as inactive or inconclusive. Potency is read from the fitted curve at half-maximal effect.

(1) O=C(CSc1nnc(NC(=O)c2ccco2)s1)NC1CCCCC1
(2) C[C@H](CO)N1C[C@H](C)[C@@H](CN(C)S(=O)(=O)c2cccs2)Oc2ccc(NS(=O)(=O)c3ccccc3)cc2C1=O
(3) Cc1cccc(N(CC(=O)NC2CCCC2)C(=O)c2c(C)noc2C)c1
(4) CS(=O)(=NS(=O)(=O)c1ccc(Cl)cc1)c1ccccc1 (stereo not drawn)
(5) COC(=O)c1ccccc1SC1CC(=O)N(c2ccccc2)C1=O (stereo not drawn)
(6) CCC(Sc1nc2ccccc2c(=O)n1CC1CCCO1)C(=O)NCc1cccnc1 (stereo not drawn)
(7) O=C(Nc1ccc(Br)cc1)c1cccc(N2C(=O)C3C4C=CC(C4)C3C2=O)c1 (stereo not drawn)
(8) CCN1CCN(CC(O)COCC2COc3ccccc3O2)CC1 (stereo not drawn)
(9) COc1cc(SC)ccc1C(=O)OCC(=O)NC1CC1
(10) O=C(/C(=C/O)N=Nc1ccccc1)c1ccc(Cl)cc1

Assay by compound	1	2	3	4	5	6	7	8	9	10
ELG1 genotox	6%	0%	0%	0%	2%	2%	-11%	6%	12%	-4%
RORgamma inh	39%	·	0%	?	?	15%	·	-38%	6%	-91%
NPC1 promoter act	1%	·	5%	-3%	0%	-5%	-1%	2%	8%	0%
p53 reactivator	12%	-4%	6%	-5%	15%	-6%	·	-5%	2%	16%
MBNL1 CUG block	-13%	·	4%	·	-21%[11.5 µM]	4%	-2%	1%	-8%	2%
Gal4-VP16 FLuc	6%	·	-3%	-5%	?	0%	·	8%	19%	?
FLuc counter	19µM*	·	2%	-1%	?	0%	-18%	0%	?	-19%
BRCA1 expr act	7%	0%	-30%	-12%	21%	18%[1.84 µM]	-8%	1%	0%	-90%[inhibitor]
uPA surface inh	-6%	-6%	2%	-3%	4%	-2%	-3%	2%	0%	5%
Rab9 promoter act	4%	·	-3%	5%	2%	-5%	0%	6%	14%	2%

(11) CCN(CC(=O)NCc1cccs1)C(=O)CCOc1ccccc1C
(12) CCn1c(SCC(=O)Nc2sc(C)c(C)c2C#N)nnc1C1CC1
(13) c1ccc(OCCCn2nnc(-c3ccncc3)n2)cc1
(14) N/C(=N\OC(=O)CCn1cccc(C(F)(F)F)c1=O)c1ccc(Cl)cc1
(15) O=C(CCCOc1ccc(Cl)cc1Cl)Nc1ncccn1
(16) CCCNC(=O)C(Cc1ccc(F)cc1)NC(=O)c1ccccc1 (stereo not drawn)
(17) CCOc1cc(S(=O)(=O)N2CCC(C(N)=O)CC2)ccc1F
(18) O=C(CC1SCCNC1=O)Nc1cccc([N+](=O)[O-])c1 (stereo not drawn)
(19) O=C(Nc1cc2c3c(c1)CC(=O)N3CCC2)C1CC1
(20) CN(/N=C/c1ccc(-c2ccc([N+](=O)[O-])cc2)o1)c1ccccc1

Assay by compound	11	12	13	14	15	16	17	18	19	20
ELG1 genotox	0%	0%	-9%	-7%	14%	-3%	3%	3%	?	-5%
RORgamma inh	1%	21%	?	7%	42%	·	4%	21%	·	34%
NPC1 promoter act	-5%	7%	-1%	2%	-1%	-1%	0%	2%	0%	3%
p53 reactivator	15%	3%	1%	0%	1%	-10%	3%	-2%	-5%	·
MBNL1 CUG block	5%	-3%	-8%	·	·	·	-6%	?	·	18%
Gal4-VP16 FLuc	1%	3%	0%	0%	21%	·	13%	10%	·	-6%
FLuc counter	4%	0%	-1%	5%	?	0%	1%	-2%	8%	?
BRCA1 expr act	-9%	4%	14%	-17%	0%	-15%	-9%	19%	-14%	-3%
uPA surface inh	5%	-12%	-3%	0%	4%	-1%	·	4%	0%	4%
Rab9 promoter act	2%	2%	-1%	-4%	-3%	-14%	-1%	14%	0%	7%

(21) CCCCCC(=O)Nc1ccc(N2CCN(C(=O)CCC)CC2)cc1
(22) CSc1ncc(CN2CCN(CC=C(C)C)C(CCO)C2)cn1 (stereo not drawn)
(23) COc1nc(-c2ccccc2)ncc1S(=O)(=O)c1ccccc1
(24) Cc1nc(C(N)=O)c(N)n1CCc1ccccc1
(25) CN=C(NC#N)SCC(=O)c1ccc(Cl)cc1Cl
(26) COc1cccc(NC(=O)COC(=O)COc2ccccc2[N+](=O)[O-])c1
(27) COc1ccc(-c2csc(NC(=O)CSc3nc4ccccc4c(=O)[nH]3)n2)cc1
(28) CCOc1ccc(/C=N/NC(=O)c2[nH]c3ccc(C)cc3c2C)cc1
(29) CC(C)OC(=O)NCCOC(=O)Nc1ccc(Cl)cc1
(30) Cn1c(-c2ccc3ccccc3n2)nc2cnccc21

Assay by compound	21	22	23	24	25	26	27	28	29	30
ELG1 genotox	0%	0%	-8%	0%	-10%	2%	?	-2%	-2%	?
RORgamma inh	3%	-9%	3%	5%	5%[10 µM]	-15%	?	?	9%	?
NPC1 promoter act	13%	-3%	-11%	1%	-1%	-6%	6%	-3%	-3%	4µM*
p53 reactivator	-17%	2%	-3%	2%	6%	1%	8%	3%	2%	?
MBNL1 CUG block	-5%	10%	3%	5%	20%	20%	0%	3%	6%	?
Gal4-VP16 FLuc	4%	-13%	0%[10 µM]	0%	1%	2%	-24%	?	9%	?
FLuc counter	-2%	0%	4%	-1%	-1%	1%	-11%	11µM*	-14%	8.5µM*
BRCA1 expr act	3%	8%	-18%	6%	-2%	-8%	-54%	-26%	18%	29%
uPA surface inh	-3%	-2%	5%	-6%	·	5%	-2%	-7%	-5%	-20%
Rab9 promoter act	-3%	0%	-13%	6%	-1%	-1%	6%	4%	1%	2.2µM*

(31) COCc1cc(C)nc2sc(C(=O)Nc3ccccc3C)c(N)c12
(32) CC1(C)NC(=O)N(CC(O)COc2ccccc2[N+](=O)[O-])C1=O (stereo not drawn)
(33) CN(C(=O)COC(=O)c1ccccc1OCc1ccc(Cl)cc1)c1c(N)n(Cc2ccccc2)c(=O)[nH]c1=O
(34) C[C@]12c3[nH]c4ccccc4c3CCN1C(=O)C(CC(=O)NCCN1CCOCC1)C[C@@H]2C(=O)N1CCOCC1 (stereo partly drawn)
(35) Cc1cccc(NC(=O)CSCC(=O)NCc2cccc(C(F)(F)F)c2)c1
(36) Cc1nc2c3ccccc3nc(NNC(=O)CCC(=O)N3CCC(C)CC3)n2n1
(37) O=C(COC(=O)c1ccc(S(=O)(=O)N2CCCCCC2)cc1)NCc1ccc(F)cc1
(38) CCOC(=O)C1(CCOC)CCN(CC(C)Cc2ccc3c(c2)OCO3)CC1 (stereo not drawn)
(39) CCCN(CC(=O)Nc1ccccc1C)C(=O)CSc1ccccc1C
(40) COc1ccc(CN2C(=O)c3ccccc3C2=O)cc1C(=O)OCC(=O)NC1CCCCC1
(41) O=C(NCc1ccccc1CN1CCCCC1)c1ccc(Cl)cc1N1CCCC1=O

Assay by compound	31	32	33	34	35	36	37	38	39	40	41
ELG1 genotox	-2%	-6%	2%	1%	-13%	-1%	0%	-2%	0%	-1%	1%
RORgamma inh	22%	6%	·	·	?	-29%	·	2%	·	16%	·
NPC1 promoter act	1%	-2%	0%	·	-5%	-25%	0%	4%	0%	-2%	-4%
p53 reactivator	-6%	2%	-19%	2%	9%	-1%	3%	·	6%	-7%	0%
MBNL1 CUG block	?	1%	·	·	-8%	-7%	·	5%	·	·	·
Gal4-VP16 FLuc	9%	0%[10 µM]	·	·	0%	-12%	·	-15%	·	-13%	·
FLuc counter	?	-1%	4%	·	-2%	0%	2%	2%	-2%	5%	3%
BRCA1 expr act	-9%	-3%	-9%	0%	-29%	-8%	-1%	0%	8%	4%	-2%
uPA surface inh	-6%	1%	0%	3%	20%	10%	5%	1%	-1%	-7%	-5%
Rab9 promoter act	1%	-14%	-5%	·	-1%	1%	-2%	1%	-3%	-6%	-6%

Part of the list above, reduced to NPC1 promoter act and FLuc counter.
# | SMILES | NPC1 promoter act | FLuc counter
3 | Cc1cccc(N(CC(=O)NC2CCCC2)C(=O)c2c(C)noc2C)c1 | 5% | 2%
4 | CS(=O)(=NS(=O)(=O)c1ccc(Cl)cc1)c1ccccc1 (stereo not drawn) | -3% | -1%

High-throughput results as filed in PubChem.
